# Screens as filed in PubChem.
# AGP1 TOR yeast = modulators of AGP1-GFP expression in yeast TOR pathway, primary screen, cell-based, multiplex flow cytometry, S. cerevisiae, MLPCN library; 3 h; GFP as percent of DMSO wells; GFP response vs DMSO, % at 10 µM; hit rate 0.02% among 320,000;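 active = GFP response relative to DMSO above a set limit, near screen average plus 3 SD, cut at about 150% in these data; inconclusive = fewer than 70 cells counted for the yeast strain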;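 note: median GFP channel fluorescence of the gated AGP1 strain per well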
# LAP4 TOR yeast = modulators of LAP4-GFP expression in yeast, primary screen, S. cerevisiae, multiplex flow cytometry, MLPCN library | hit rate 0.34% among 320,000 | 3 h; median GFP as percent of DMSO wells | AID 2023, 2009 | GFP response vs DMSO, % at 10 µM;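 active = GFP response vs DMSO above a set limit, about the screen mean plus 3 SD, cut at about 150% in these data; inconclusive = under 70 cell events counted for the yeast strain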
# CIT2 TOR yeast = modulators of CIT2-GFP expression in yeast, primary screen, S. cerevisiae, GFP fusion, multiplex flow cytometry, MLPCN library | S. cerevisiae CIT2-GFP strain, 3 h; 100 means same as DMSO wells | GFP response vs DMSO, % at 10 µM | hit rate 0.065% among 320,000 | AID 2029, 2009;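 active = GFP response relative to DMSO above a set limit, near the screen mean plus 3 SD, cut at about 150% in these data; inconclusive = Fewer than 70 cells measured for a yeast strain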;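 note: ratio of well median GFP fluorescence to mean of DMSO wells on the plate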
# procasp7 counter = procaspase-7 activators, primary screen, counter-screen for procaspase-3 activator project, biochemical, absorbance, HTS, human; activation, % at 8.5 µM; AID 463210, 2010; hit rate 0.093% among 330,000; Caspase-7 (Homo sapiens), P55210; recombinant procaspase-7, Ac-DEVD-pNA absorbance 405 nm; D23A/D198A/D206A triple mutant, cannot self-cleave; scale: DMSO 0, 5 µM enzyme 100;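 active = percent activation above the screen-wide mean plus 3 SD, cut at about 25% in these data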
# Target sequence (P55210 whole entry D23A/D198A/D206A): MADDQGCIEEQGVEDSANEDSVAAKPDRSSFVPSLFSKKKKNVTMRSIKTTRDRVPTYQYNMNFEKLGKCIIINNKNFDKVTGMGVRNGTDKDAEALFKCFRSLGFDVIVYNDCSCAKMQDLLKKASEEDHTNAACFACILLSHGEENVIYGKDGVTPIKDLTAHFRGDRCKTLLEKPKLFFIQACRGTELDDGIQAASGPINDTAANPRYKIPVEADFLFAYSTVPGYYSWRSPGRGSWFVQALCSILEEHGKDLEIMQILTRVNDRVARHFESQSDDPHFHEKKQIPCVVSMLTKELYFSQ
#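 Assay system – Uncleavable procaspase-7 mutant enzyme · Quantity – 2 µM procaspase-7 mutant as dispensed · Times – 1 h preincubation, 2 h reaction · Dosing – single nominal 8.5 µM compound dose, 0.8% DMSO final · Buffer or medium – Zinc-free 50 mM HEPES buffer, pH 7.4, with NaCl and Triton X-100 · Detection – Epi-absorbance of released pNA at 405 nm, two timepoints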
# RPL19A TOR yeast = RPL19A-GFP expression modulators in yeast, primary screen, cell-based, S. cerevisiae, multiplex flow cytometry, MLPCN; AID 2025, 2009; percent response vs DMSO, % at 10 µM; hit rate 0.3% among 330,000; S. cerevisiae RPL19A-GFP strain, 3 h; stronger effect = lower value;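 active = percent response vs DMSO below 50%; inconclusive = fewer than 70 events counted for the yeast strain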;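 note: median channel GFP fluorescence of the barcoded RPL19A-GFP strain; ratio of sample median GFP to plate DMSO average so 100% = DMSO; lower means less RPL19A-GFP as with rapamycin TOR inhibition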
# MEP2-GFP yeast = modulators of MEP2-GFP levels in yeast, primary screen, S. cerevisiae, multiplex flow cytometry, MLPCN library; S. cerevisiae MEP2-GFP strain, 3 h; 100% = DMSO control level; GFP response vs DMSO, % at 10 µM; hit rate 0.51% among 330,000; AID 2016, 2009;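 active = GFP response versus DMSO above a set limit, roughly screen mean plus 3 SD, cut at about 180% in these data; inconclusive = fewer than 70 cells counted for a yeast strain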;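 note: median GFP fluorescence of the barcode-gated MEP2-GFP cells per well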
# AHR activator = AHR activators, primary screen, cell-based, luminescence, luciferase reporter, human | Aryl hydrocarbon receptor (Homo sapiens), P35869 | AHR-responsive luciferase reporter cells | activation, % at 5 µM | hit rate 2.5% among 320,000 | AID 2796, 2010; in the data active = activation above about 47%;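 note: 0% = vehicle wells and 100% = reference agonist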
# procasp3 activ = activators of human procaspase-3 D3A mutant, primary screen, biochemical, absorbance, PC-3 D3A mutant, single concentration; hit rate 0.11% among 330,000; activation, % at 8.5 µM; AID 463141, 2010; recombinant procaspase-3 D3A, Ac-DEVD-pNA absorbance 405 nm;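 active = activation above the mean of all tested compounds plus 3 SD, cut at about 21% in these data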;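 note: 0% = DMSO alone and 100% = DMSO wells spiked with extra 5 µM PC-3 D3A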
# Target sequence (P42574 whole entry D9A/D28A/D175A): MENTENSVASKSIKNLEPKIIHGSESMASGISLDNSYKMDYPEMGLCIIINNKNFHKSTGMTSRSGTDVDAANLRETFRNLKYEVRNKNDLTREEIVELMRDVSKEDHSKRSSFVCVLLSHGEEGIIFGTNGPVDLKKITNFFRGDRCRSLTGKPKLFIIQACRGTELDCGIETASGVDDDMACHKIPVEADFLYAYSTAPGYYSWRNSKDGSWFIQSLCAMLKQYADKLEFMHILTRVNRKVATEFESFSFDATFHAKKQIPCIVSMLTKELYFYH
#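 Compound: 8.5 µM single point, 0.8% DMSO / Material: Autoprocessing-dead procaspase-3 D3A mutant enzyme / Timing: 1 h preincubation plus 2 h reaction at 25 °C / Medium: Zinc-free HEPES/NaCl buffer with 0.01% Triton X-100 at pH 7.4 / Technique: 405 nm absorbance of p-nitroaniline, reads at 0 and 120 min / Repeats: one well per compound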
# The depositor's hits bear a star; ? = inconclusive; · = no result given.
SMILES,AGP1 TOR yeast,LAP4 TOR yeast,CIT2 TOR yeast,procasp7 counter,RPL19A TOR yeast,MEP2-GFP yeast,AHR activator,procasp3 activ
CC(C)Cc1nnc(NC(=O)CN2C(=O)c3ccccc3C2=O)s1,107,99,96,-19,98,102,0,-15
CCOc1ccc(N(CC(=O)Nc2cc(OC)cc(OC)c2)S(=O)(=O)c2c(C)[nH]c(=O)[nH]c2=O)cc1,102,102,99,-5,99,109,1,11
CCn1c(=O)c(=O)[nH]c2cc(C(=O)N3CCN(c4ccccc4F)CC3)ccc21,104,105,·,5,96,107,2,0
O=C(CSc1nnc(COc2ccc(F)cc2)o1)N1c2ccccc2CCc2ccccc21,103,98,95,1,101,100,-1,4
Cc1oc2ccc(OC(=O)c3cccs3)cc2c1C(=O)OC(C)C,98,95,103,9,102,109,-3,5
COc1ccc(CNC(=O)C2CCN(S(=O)(=O)c3cc(OC)ccc3OC)CC2)cc1,100,104,103,2,98,98,2,-2
Cc1[nH]c2ccccc2c1/C=N/NC(=O)CNC(=O)c1ccc2c(c1)OCCO2,110,110,100,2,100,102,5,-2
COc1ccc(-c2nnc3c4ccccc4c(C)nn23)cc1S(=O)(=O)N1CCN(CCO)CC1,100,108,99,1,95,102,3,-3
CSc1ccccc1-n1nnnc1SCC(=O)NCc1cccs1,103,103,103,4,98,101,8,-2
CCOc1ccc2nc(NC(=O)CSc3nc4ccccc4c(=O)n3Cc3ccco3)sc2c1,94,85,90,0,94,94,8,13
O=S(=O)(c1ccccc1)c1nnn2c1nc(NC1CCN(Cc3ccccc3)CC1)c1cc(Cl)ccc12,96,91,99,9,97,95,2,-6
c1nc2ccc(Cc3ccc4nc[nH]c4c3)cc2[nH]1,101,95,106,1,104,107,0,2
O=C1CC/C=C\C[C@@H](CC(=O)N(CCO)Cc2ccccc2)C(=O)NC[C@@H](c2ccccc2)O1,112,109,98,7,108,105,-1,10
Cc1cc(OC(C)C(=O)NCCN2CCOCC2)c2c(C)c(C)c(=O)oc2c1 (configuration not stated),99,92,94,-1,101,102,1,10
CCOc1ccc(NC(=O)C2CCCN(S(C)(=O)=O)C2)cc1 (configuration not stated),104,98,107,5,102,99,1,7
CCOc1nc(NCCN2CCOCC2)nc(Nc2ccc(C)cc2)n1,100,100,98,-5,100,102,24,-1
O=C(CN1C(=O)CSC1=O)Nc1ccc2c(c1)OCCO2,100,101,102,5,99,102,3,3
Cc1ccc(S(=O)(=O)N2CC(=O)Nc3ccccc32)cc1,105,102,102,-1,101,101,-5,-3
Cc1ccccc1N1CC(=O)N(c2ccccc2C)CC1=O,101,97,99,1,97,97,1,6
O=S(=O)(N/N=C1\CC(c2ccccc2)Oc2ccccc21)c1ccccc1 (configuration not stated),101,102,102,1,99,105,5,13
O=C(NCc1cccnc1)C1CC(=O)N(C2CCCCC2)C1 (configuration not stated),104,105,104,4,102,107,0,-3
O=C(O)CSCC(=O)NCc1c(Cl)cccc1Oc1ccccc1,108,102,107,0,97,92,0,11
Nc1n[nH]c(N)c1N=Nc1ccc2c(c1)OCO2,99,89,102,-5,98,105,48*,-4
CCc1ccc(NC(=O)CSc2nnc(-c3n[nH]c4ccccc34)n2-c2ccccc2)cc1,97,90,102,4,101,104,2,-1
Cc1cc(C[n+]2ncsc2N)c2ncccc2c1,103,102,104,-11,99,101,8,-1
O=C(CSc1nc2ccccc2[nH]1)NCc1ccccc1,86,75,94,1,93,87,8,1
CCN1c2ccccc2-c2nc3ccccc3n2C1c1cccs1 (configuration not stated),97,95,90,11,98,98,25,11
CCC(CC)=C(C#N)C(=O)NC1CCCCC1,94,90,103,-2,100,102,3,8
CC(=O)Nc1sc2c(c1CN1CCN(c3ccccn3)CC1)CCCC2,101,93,·,1,100,100,5,3
CC(c1ccccc1)N1CCn2c(nc3cc(NC(=O)NC4CCCCC4)ccc32)C1 (configuration not stated),70,101,114,-3,·,105,1,-1
COC(=O)c1ccc(OC(C)C(=O)c2ccc(C)cc2)cc1 (configuration not stated),97,94,95,-7,99,89,7,10
COc1ccc2oc(C(=O)N(C)Cc3ccc(OC(F)F)cc3)c(C)c2c1,95,102,98,0,100,100,5,-4
OC(CN1CCOCC1)(c1ccccc1)c1ccccn1 (configuration not stated),82,75,90,-12,86,80,1,-4
COc1ccc(C2=NOC(C(=O)Nc3ccc4c(c3)OCCO4)C2)cc1OC (configuration not stated),109,100,109,-2,108,110,4,9
COc1ccccc1N1CCN(c2cc(=O)n(-c3ccccc3Cl)c(=O)[nH]2)CC1,103,100,107,12,97,101,1,6
O=C(NCc1ccc2c(c1)OCO2)c1nc(Cn2ccc([N+](=O)[O-])n2)no1,105,97,106,-2,100,86,0,7
S=C(Nc1ccccn1)NC1CCCCC1,93,134,97,-22,100,101,0,-1
c1ccc(-c2oc3ncnc(NCCCn4ccnc4)c3c2-c2ccccc2)cc1,105,103,107,-2,101,109,15,3
Cc1ccc(OCc2cc(C(=O)NC3CCc4ccccc43)no2)cn1 (configuration not stated),80,72,101,·,102,97,·,·
C=CCn1c2c(c(=O)[nH]c1=S)CN(C(C)c1ccccc1)CN2 (configuration not stated),103,112,102,-1,112,110,0,3
O=c1c2c3c(sc2ncn1/N=C/c1ccco1)CCCC3,99,107,90,2,98,110,-1,-8
c1ccc2c(c1)OCC(CNCC1COc3ccccc3O1)O2 (configuration not stated),97,90,101,23,103,99,4,-2
CCC(=O)Nc1ccc(NC(=O)c2ccco2)cc1,96,98,98,1,95,102,0,-3
CN1CCN(c2c(F)cc3c(=O)c(C(=O)O)cn4c3c2OCN4C)CC1,102,106,101,-2,100,101,2,3
CC(C)OC(=O)C(=O)NNc1ccccc1,107,94,109,-4,108,107,-8,0
CCOC(=O)C(NC(=O)c1ccccc1)=C1C=C(C)OC(C)=C1,96,101,93,1,97,95,24,5
COc1ccc(C(=O)Nc2ccccc2C(N)=O)cc1,92,101,97,-9,100,105,9,1
COC(=O)[C@H](CCSC)NC(=O)NC1CCN(Cc2ccccc2)CC1,99,100,106,10,99,101,0,4
N=c1n(CCO)c2ccccc2n1Cc1ccc(Cl)cc1,110,105,115,10,106,105,5,17
CC(=O)N(c1ccccc1)c1nc(/C=C/C(=O)Nc2c(C)cc(C)cc2C)cs1,97,102,95,-2,106,107,12,8
# Other structures:
SMILES,AGP1 TOR yeast,LAP4 TOR yeast,CIT2 TOR yeast,procasp7 counter,RPL19A TOR yeast,MEP2-GFP yeast,AHR activator,procasp3 activ
COc1cccc(CC(=O)OCC(=O)N2CCN(c3ccc(F)cc3)CC2)c1,82,84,83,6,94,95,-3,-11
COc1cccc(CN(CC2CCCO2)S(=O)(=O)c2ccc(S(=O)(=O)N(C)C)cc2)c1 (configuration not stated),104,107,113,0,104,106,-2,3
CN(C)c1ccc(C(=O)c2ccccc2)cc1,102,111,·,1,102,104,2,10
CCC(C(=O)NCCCc1ccccc1)c1ccccc1 (configuration not stated),96,96,103,16,99,94,0,9
COc1ccc2[nH]c(=O)c(CN(Cc3nnnn3Cc3ccccc3)CC3CCCO3)cc2c1 (configuration not stated),106,102,105,-21,105,106,16,-11
CCC(C)[C@H](NC(=O)N1CCCCC1)C(=O)OC (some centres not stated),106,110,96,-4,99,98,1,-9
CSc1ccc(CSCC(=O)N2CCN(S(=O)(=O)c3ccc(C)cc3C)CC2)cc1,92,95,92,-4,88,90,0,7
CN(C)CCNS(=O)(=O)c1ccc(N2CCc3ccccc32)c([N+](=O)[O-])c1,104,91,105,-1,106,107,1,5
CCOc1ccc(-n2c(=O)[nH]cc(C(=O)N3CCc4ccccc43)c2=O)cc1,103,99,99,3,102,99,1,2
Cc1ccc(N=Nc2c(O)ccc3n[nH]nc23)cc1,106,99,91,·,105,116,·,·

# Quoted at random: four compounds from above
SMILES,AGP1 TOR yeast,LAP4 TOR yeast,CIT2 TOR yeast,procasp7 counter,RPL19A TOR yeast,MEP2-GFP yeast,AHR activator,procasp3 activ
CN(C)c1ccc(C(=O)c2ccccc2)cc1,102,111,·,1,102,104,2,10
COc1cccc(CC(=O)OCC(=O)N2CCN(c3ccc(F)cc3)CC2)c1,82,84,83,6,94,95,-3,-11
Cc1ccc(N=Nc2c(O)ccc3n[nH]nc23)cc1,106,99,91,·,105,116,·,·
CCC(C)[C@H](NC(=O)N1CCCCC1)C(=O)OC (some centres not stated),106,110,96,-4,99,98,1,-9

# Following part:
SMILES,AGP1 TOR yeast,LAP4 TOR yeast,CIT2 TOR yeast,procasp7 counter,RPL19A TOR yeast,MEP2-GFP yeast,AHR activator,procasp3 activ
CC(NC(=O)C1CCN(S(=O)(=O)c2cc([N+](=O)[O-])ccc2Cl)CC1)c1ccccc1 (configuration not stated),100,87,96,1,98,100,0,9
Cc1c(NC(=O)COC(=O)c2cccn2C)c(=O)n(-c2ccccc2)n1C,102,88,105,1,102,101,5,5
CC(C)c1ccc2c(c1)C(c1ccc(N3CCOCC3)cc1)=NNC(c1cccs1)=N2,107,109,108,8,93,108,3,-4
CCc1ccc(NC(=O)/C(C#N)=C\c2ccc(OC)c(C(=O)O)c2)cc1,103,104,90,-3,105,102,25,-5
CCn1c(CSc2nc(C)cc(C)n2)nnc1SCC(N)=O,91,97,94,-5,99,105,2,4
Cn1cc(P(=S)(N2CCOCC2)N2CCOCC2)cc1P(=S)(N1CCOCC1)N1CCOCC1,101,103,97,-2,99,91,-2,-5
COc1ccc(Oc2nccc(-c3ccc(Cl)cc3)n2)cc1,100,112,107,3,99,109,-2,2
CC(C)NC(=O)CN(c1cccc([N+](=O)[O-])c1)S(=O)(=O)c1ccccc1,108,101,105,-4,104,112,0,1
COc1ccc(NC(=O)Cn2nnc(C(=O)NCCc3ccccc3)c2N)cc1,100,87,100,-4,99,98,2,3
NC(N)=NC1=NC(=O)C(Cc2ccccc2)S1 (configuration not stated),98,98,86,-1,97,95,1,9
C/C(CC(=O)Nc1ccc(C)c(Cl)c1)=N\NC(=O)Cc1cnc(N)s1,99,119,92,9,100,91,11,6
O=C(c1ccc([N+](=O)[O-])cc1Cl)N1CCN(c2ccccn2)CC1,104,104,96,9,97,92,2,-6
Cc1ccc(S(=O)(=O)Cn2nnnc2C(C)N2CCN(C(=O)c3ccco3)CC2)cc1 (configuration not stated),108,109,106,4,102,103,-1,3
COc1ccc(N/N=C(/C(C)=O)N2CCCc3ccccc32)cc1,101,106,103,-2,98,108,8,-28
Cc1ccc(NC(=O)c2cc(S(=O)(=O)N3CCOCC3)c(Br)s2)cc1,93,91,95,0,94,92,21,4
COc1ccccc1NC(=O)Cc1ccsc1,?,123,93,-4,99,101,3,-7
COC(=O)Cc1csc(Nc2ccccc2)n1,98,94,96,10,97,103,4,8
